From PubChem BioAssay
AmpC det inh: Promiscuous and Specific Inhibitors of AmpC Beta-Lactamase (assay with detergent). P00811. purified AmpC, nitrocefin hydrolysis with detergent. Potency, µM (titrated, usually from 28.7 µM), inactives show at the top dose activity change, negative = inhibition. 0.09% of 71,000 active. AID 584, 2007; active means well fitted curve in the direction sought with a large enough effect
Target sequence (P00811 whole entry, looked up): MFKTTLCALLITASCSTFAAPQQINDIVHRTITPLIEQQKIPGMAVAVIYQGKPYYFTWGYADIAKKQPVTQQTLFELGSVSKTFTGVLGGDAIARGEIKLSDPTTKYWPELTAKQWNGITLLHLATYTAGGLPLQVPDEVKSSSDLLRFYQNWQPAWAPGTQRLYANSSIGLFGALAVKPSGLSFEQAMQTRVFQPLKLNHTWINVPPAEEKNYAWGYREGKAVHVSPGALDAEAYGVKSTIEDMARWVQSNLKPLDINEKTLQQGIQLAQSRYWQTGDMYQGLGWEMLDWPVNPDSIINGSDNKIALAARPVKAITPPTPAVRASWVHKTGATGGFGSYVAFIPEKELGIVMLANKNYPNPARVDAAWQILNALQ
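E. coli AmpC (5.3 nM) in 20 mM phosphate pH 7.0 with 0.01% Triton X-100, preincubated 15 min RT with compound; nitrocefin (2 uL of 800 uM stock) hydrolysis followed by 480 nm absorbance every 20 s over 4 min.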
Numbers without * were called inactive; [ ] = dose if it differs, or a comment. On the % scale 0 is the no-effect control and ±100 the full control effect; potency means the concentration at half of the fitted maximal effect. Some of the compounds tested; count on the stated rates, not on these rows.

| compound | AmpC det inh |
| --- | --- |
| Cc1cccc(N2CCN(C(=O)C3CCCCC3)CC2)c1C | 10% |
| COC(=O)CSc1ccc2nnc(-c3ccc(OC)c(OC)c3)n2n1 | 16% |
| Cc1occc1C(=O)N1CCN(Cc2ccccc2)CC1 | 4% |
| O=C1C(=O)N(CCCN2CCOCC2)C(c2ccccn2)/C1=C(\O)c1ccc2c(c1)OCCO2 (configuration not stated) | 0% |
| CCOC(=O)N1CCC(N2C(=O)c3ccccc3C2Nc2cc(C(=O)OC)cc(C(=O)OC)c2)CC1 (configuration not stated) | 13% |
| COc1ccc2[nH]cc(CCNc3ncnc4ccc(-c5cccnc5)cc34)c2c1 | 9% |
| O=C(c1ccco1)c1n[nH]nc1-c1ccccc1 | -2% |
| O=S(=O)(c1ccc2c(c1)OCO2)N1CCN(c2nnnn2-c2ccccc2)CC1 | -4% |
| C=CCNS(=O)(=O)c1cccc2cc(C(=O)O)c(O)cc12 | -5% |
| CC(C)=CCSc1nnc([C@@H](NC(=O)OC(C)(C)C)C(C)C)o1 | -1% |
| C=CCN(C1CCCCC1)S(=O)(=O)c1ccc2c(c1)oc(=O)n2C | 6% |
| Cc1ccc(C)c(NC(=O)C2CC=CCC2C(=O)O)c1 (configuration not stated) | -1% |
| O=C(Nc1ccccc1)c1ccc(S(=O)(=O)N2CCCC2)cc1 | -4% |
| CCN(CC)c1c(-c2ccccc2)c2cc(C)ccc2[nH]c1=O | 12% |
| O=C(c1ccccc1-c1nc(-c2ccccc2)no1)N1CCCC1 | -11% |
| Cc1cccc(N(C)c2cc(C)nc3ncnn23)c1 | 4% |
| O=C(COc1ccc(Cl)cc1Br)N1CCN(c2ccccc2)CC1 | -2% |
| C=CCSc1nc(O)c(CC)c(=O)n1C(C)CC (configuration not stated) | -2% |
| O=C(CS(=O)(=O)Cc1ccccc1)N1CCN(Cc2ccc3c(c2)OCO3)CC1 | -5% |
| NS(=O)(=O)c1cc(Cl)c(Cl)c(S(N)(=O)=O)c1 | -2%[12.8 µM] |
| COc1ccc(-n2c(=O)c(-c3cccs3)nc3cnc(Nc4ccccc4)nc32)cc1 | 0% |
| NC(N)=S | 12% |
| CSc1oc(-c2ccccc2)nc1S(=O)(=O)c1ccc(F)cc1 | -5% |
| O=c1[nH]c(SCc2ccccc2Cl)nc2c1CCC2 | -1% |
| Cc1cc(C)n(-c2nc(NCCCO)c3c4c(sc3n2)CCCC4)n1 | 10% |

New compounds follow.
| compound | AmpC det inh |
| --- | --- |
| Cc1oc(-c2ccccc2Cl)nc1CSCC(=O)NC1CC1 | -3% |
| Cc1cc(Nc2ccc(F)cc2F)n2ncnc2n1 | 5% |
| c1cc(NC2CC2)nc(-c2ccoc2)n1 | 12% |
| CCCn1c(NC(=O)C2COc3ccccc3O2)nc2ccccc21 (configuration not stated) | -5% |
| O=C(CSc1nc2scc(-c3ccco3)c2c(=O)n1-c1ccccc1)NCC1CCCO1 (configuration not stated) | -1% |
| CCn1c(=O)n(CC(=O)N(C)Cc2ccccc2)c(=O)c2ccccc21 | -4% |
| O=C(NCc1ccc2c(c1)OCO2)C1CCN(S(=O)(=O)c2cccs2)CC1 | -7% |
| CN(C)C(=O)Oc1ccc[n+](C)c1 | -5% |
| COC(=O)CN(c1ccc(OC)cc1)S(=O)(=O)c1ccc(OC)c(OC)c1 | 6% |
| Cc1oc(-c2ccccc2)nc1C(=O)Nc1nccs1 | -1% |
| N#CC1=C(N)OC2=C(C(=O)CCC2)C1Cc1ccccc1 (configuration not stated) | -4% |
| COc1cc(OC)c(NC(=O)CCc2nc(-c3ccc(C)cc3)no2)cc1Cl | -1% |
| COc1cccc(-c2csc3nc[nH]c(=O)c23)c1 | -4% |
| CN(c1ccc(C(=O)N2CCN(c3ccc(F)cc3)CC2)cc1)S(C)(=O)=O | -1% |
| C=C(Br)Cn1c(CCC)nc2ccccc21 | 8% |
| CCCCOC(=O)C1[C@H]2C(=O)N(c3ccccc3CC)C[C@]23C=C[C@H]1O3 (some centres not stated) | -2% |
| O=C(NC(NCCCN1CCOCC1)(C(F)(F)F)C(F)(F)F)C1CCCCC1 | -4% |
| CC(C)[C@@H]1O[C@H](/C=C\c2ccccc2)OCC1(C)C | -3%[5.75 µM] |
| COC(=O)c1ccc(N2C(=O)CC(N3CCOCC3)C2=O)cc1 (configuration not stated) | 1% |
| Cc1ccccc1NC(=O)Cn1cccc1 | 1% |
| Cc1cc(C)n2ncc(C(=O)NCc3cccnc3)c2n1 | -2% |
| COc1cc(C(=O)Nc2ccc3c(c2)C(=O)N(CCC(=O)O)C3=O)cc(OC)c1OC | -7% |
| Oc1ccccc1Cl | 7% |
| COc1cccc(C2=NOC(C(=O)Nc3cc(OC)c(OC)c(OC)c3)C2)c1 (configuration not stated) | -4% |
| COc1cccc2[nH]c3c(N4CCC(C)CC4)ncnc3c12 | 0% |

More results follow.
| compound | AmpC det inh |
| --- | --- |
| COc1cc(OC)c2c(c1Cl)O[C@@]1(C2=O)[C@H](C)CC(=O)C[C@@H]1OC | 4%[12.8 µM] |
| CCN(C(=O)COc1cc(=O)n(C)c2ccccc12)c1cccc(Cl)c1 | -7% |
| COc1ccccc1-c1noc(CCC(=O)Nc2cc(C(F)(F)F)ccc2Cl)n1 | -6% |
| Cc1cc(NC(=O)CSc2nc3ccsc3c(=O)n2CCCCC(=O)O)no1 | 8% |
| O=C(NC1CCCCC1)C1CCN(S(=O)(=O)c2cccs2)CC1 | -4% |
| CCc1nc(N)c(C#N)c(-c2ccco2)c1C | 5% |
| Cn1c(C(=O)NCCN2CCOCC2)cc2c(=O)n(C)c3ccccc3c21 | 10% |
| Cc1cccc(N2CCN(S(=O)(=O)c3ccc4c(c3)CCC(=O)N4)CC2C)c1 (configuration not stated) | 14% |
| CCn1c(=O)cc(C(=O)OC)sc1=Nc1ccc(F)c(F)c1 | 6% |
| Cn1c(C(=O)NCCN2CCc3ccccc3C2)cc2c(=O)[nH]c3ccccc3c21 | -4% |
| CN(Cc1c(F)cccc1Cl)c1nnnn1-c1ccccc1 | -5% |
| O=C(CCC(=O)N1CCN(c2ccccn2)CC1)Nc1nnc(C2CCCCC2)s1 | -5% |
| N#Cc1c(N)oc(-c2ccco2)c1-c1ccco1 | -2% |
| NC(=O)C1(S(=O)(=O)c2ccccc2)CCCCC1 | 6% |
| COCCCNC(=O)CC(NS(=O)(=O)c1ccc(C)cc1)c1ccco1 (configuration not stated) | -6% |
| CC1CCC(NC(=O)c2cc3c(=O)n(C)c4ccccc4c3n2C)CC1 (configuration not stated) | 18% |
| COc1ccccc1NC(=O)NCc1ccc2c(c1)OCO2 | -3% |
| N#Cc1c(C#N)c(-c2ccccc2)n(-c2ccc(C(=O)O)cc2)c1N | -1% |
| COC(=O)[C@@]1(Cc2ccc(F)cc2)[C@H]2c3cc(C(=O)N4CCCC4)n(CCN4CNCC4=O)c3C[C@H]2CN1C(=O)c1ccccc1 | -3% |
| COC(=O)c1c(NC(=O)c2ccc(C)o2)sc2c1CCCCC2 | 0% |
| O=C(c1ccccc1)c1ccc(N2CCOCC2)c(NC(=O)c2ccco2)c1 | 1% |
| COc1cccc(CNc2ccc(S(N)(=O)=O)cc2)c1OC | -1% |
| CCNc1nc(SC(C)C(=O)Nc2ccccc2)nc(N2CCOCC2)n1 (configuration not stated) | -1% |
| CC(C)NCC(O)c1ccc(O)c(O)c1 (configuration not stated) | 11% |
| Fc1ccc(Nc2ncncc2-c2ccccc2C(F)(F)F)cc1 | 6% |

(continued)
| compound | AmpC det inh |
| --- | --- |
| COc1ccc(Nc2ncnc3nc[nH]c23)cc1OC | 13% |
| CCCNC(=O)NC(=O)CSc1nnc(-c2ccncc2)n1CC | -2% |
| COc1ccc(NC(=O)c2cc(-c3ccc(C)o3)nc3ccccc23)cc1OC | -4% |
| O=C(Nc1ccc(S(=O)(=O)N2CCOCC2)cc1)C1COc2ccccc2O1 (configuration not stated) | 5% |
| C[C@H](CCC(=O)O)[C@H]1CC[C@@H]2[C@H]3CC[C@H]4C[C@H](O)CC[C@@]4(C)[C@@H]3CC[C@@]21C | -3%[5.75 µM] |
| O=c1c2cnn(-c3ccccc3Cl)c2ncn1Cc1cccnc1 | 1% |
| O=C(CC1Sc2ccccc2NC1=O)Nc1cccc(-c2nnc3n2CCCCC3)c1 (configuration not stated) | 3% |
| O=C(CNS(=O)(=O)c1ccccc1)NCc1ccccn1 | -5% |
| O=C(CC1(O)CCCCC1)OC1CCCC1 | -7%[5.75 µM] |
| CCOC1=NC(C(=O)O)c2ccccc2/C(=C(/C)Cl)N1 (configuration not stated) | 20% |
| C=CCN1C(=O)C2C(C(=O)NC)C3C=CC2(O3)C1C(=O)NCc1ccc(OC)cc1 (configuration not stated) | 0% |
| Cc1ccc(NC2CC(=O)N(c3ccc(N4CCCCC4)cc3)C2=O)cc1 (configuration not stated) | -5% |
| CCc1ccc2c(CN3CCN(S(=O)(=O)c4ccc5c(c4)OCCO5)CC3)cc(=O)oc2c1 | -1% |
| COc1ccc(CCNc2nnc(Sc3nnnn3-c3ccccc3)s2)cc1OC | -1% |
| CCc1ccccc1S(=O)(=O)Cc1ccc(C(=O)N2CCN(c3ccccn3)CC2)o1 | 6% |
| O=C(CN1C(=O)c2ccccc2S1(=O)=O)NCCC1=CCCCC1 | -5% |
| O=C(Nc1cccc(-n2cnnn2)c1)c1ccco1 | -3% |
| Fc1cccc(CSc2nc3ccncc3[nH]2)c1 | 2% |
| Cc1ccc(C)c(OCC(O)CN2CCCCC2C)c1 (configuration not stated) | -2% |
| Cc1ccc(S(=O)(=O)c2cc3c(=O)n4ccccc4nc3n(Cc3ccco3)c2=N)cc1 | -2% |
| CCCOc1ccc(C(CC(=O)O)NC(=O)c2ccc3c(c2)OCO3)cc1 (configuration not stated) | -1% |
| CCCCn1c(SCc2ncc(-c3ccccc3)o2)nc2cc(S(N)(=O)=O)ccc21 | -3% |
| COc1cccc(-c2cc(C(F)(F)F)nc(N3CCCCC3)n2)c1 | 14% |
| CCNc1ncc2nc(-c3ccccc3)c(=O)n(Cc3cccc(OC)c3)c2n1 | -2% |
| CCOC(=O)/C=C(\C)Nc1cc(C)nn1-c1ccccc1 | 11% |

(further entries)
| compound | AmpC det inh |
| --- | --- |
| CCOC(=O)N1CCN(C(=O)c2cc(-c3ccc(OCC)cc3)nc3ccccc23)CC1 | 1% |
| COCCNC(=O)c1cc(-c2cccs2)on1 | 9% |
| CC(=O)c1c(C)n(CC(=O)NCc2ccc3c(c2)OCO3)c2ccccc12 | -4% |
| CC(C)Cn1c(N)c(C(=O)COC(=O)c2ccc3c(c2)OCCO3)c(=O)n(C)c1=O | -2% |
| CC1CCCN(C(=O)C2c3ccccc3C(=O)N3CCc4ccccc4C23)C1 (configuration not stated) | 8% |
| CC(=O)c1ccc(OCC(=O)NC2CCS(=O)(=O)C2)cc1 (configuration not stated) | -3% |
| C=CCn1c(SCC(=O)NC(=O)NCc2ccco2)nc2sc(C)c(C)c2c1=O | -1% |
| Cc1ccc(-c2noc(CCC(=O)N3CCCC3)n2)cc1 | 0% |
| CCCCCOC(=O)NCCOC(=O)Nc1ccc(C(=O)OCC)cc1 | -4% |
| CCOCc1nnc(NC(=O)c2ccco2)s1 | -3% |
| CC1=C(C(=O)OC(C)C)C(C)NC(=O)N1 (configuration not stated) | -4% |
| CCN1CCN(c2cc(C)c3cc(NC(=O)c4ccc5c(c4)OCO5)ccc3n2)CC1 | 11% |
| CC(C)Oc1ccc(C(CC(=O)O)NC(=O)CSc2ncn[nH]2)cc1 (configuration not stated) | 8% |
| CC(C)(C)c1ccc(-c2nnc(SCC(=O)O)n2N)cc1 | 6% |
| O=C(CCn1c(=O)sc2ccccc21)NCCCn1ccnc1 | -1% |
| CCC(C)(C)C(=O)O[C@@H]1C[C@@H](C)C=C2C=C[C@H](C)[C@H](CC[C@@H]3C[C@@H](O)CC(=O)O3)[C@H]21 | -9% |
| Clc1ccc(CSC2=NCCCN2)cc1Cl | -2% |
| Cc1c(C(=O)OCC(=O)N2c3ccccc3CC2C)oc2ccccc12 (configuration not stated) | -4% |
| COc1ccccc1NC(=O)Cn1c(CN2CCCCC2)nc2ccccc2c1=O | 4% |
| COc1ccccc1NC(=O)N1CCCC1C(=O)NCc1ccc(F)cc1 (configuration not stated) | 7% |
| Clc1nc2ccccc2nc1Cl | 5% |
| CCN(CC)C(=O)c1cn(CC)c(=O)c2cc(OC)c(OC)cc12 | 9% |
| COc1ccc(-c2cc(C(F)(F)F)nc(N3CCCCCC3)n2)cc1 | 20% |
| Cc1ccc(N2CC(C(=O)OCc3ccccc3F)CC2=O)cc1 (configuration not stated) | -2% |
| COCCn1c(=O)c(CCc2ccccc2)nc2cnc(Oc3ccc(OC)cc3)nc21 | -4% |

Next compounds
| compound | AmpC det inh |
| --- | --- |
| Cn1c(=O)c2c(nc(CN3CCc4ccccc4C3)n2Cc2cccc(Cl)c2)n(C)c1=O | 8% |
| O=C(Nc1cccnc1)c1ccccc1F | 5% |
| c1ccc(-c2nnc(SCc3cn4ccsc4n3)o2)cc1 | -2% |
| Cc1ccc(S(=O)(=O)c2nc(NCCCn3ccnc3)sc2Cl)cc1 | -5% |
